High-throughput results from PubChem BioAssay.
PMI act – phosphomannose isomerase (human) activation; purified human PMI, coupled resazurin fluorescence, 20 min; active compounds read high; 1 = vehicle control, 0 substrate-free wells; 190,000 tested, 0.005% active; P34949; activation factor at 20 µM; AID 1214;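 active = activation factor of 2 or more at 20 µM, relative to plate controls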
Target sequence (P34949 whole entry, looked up): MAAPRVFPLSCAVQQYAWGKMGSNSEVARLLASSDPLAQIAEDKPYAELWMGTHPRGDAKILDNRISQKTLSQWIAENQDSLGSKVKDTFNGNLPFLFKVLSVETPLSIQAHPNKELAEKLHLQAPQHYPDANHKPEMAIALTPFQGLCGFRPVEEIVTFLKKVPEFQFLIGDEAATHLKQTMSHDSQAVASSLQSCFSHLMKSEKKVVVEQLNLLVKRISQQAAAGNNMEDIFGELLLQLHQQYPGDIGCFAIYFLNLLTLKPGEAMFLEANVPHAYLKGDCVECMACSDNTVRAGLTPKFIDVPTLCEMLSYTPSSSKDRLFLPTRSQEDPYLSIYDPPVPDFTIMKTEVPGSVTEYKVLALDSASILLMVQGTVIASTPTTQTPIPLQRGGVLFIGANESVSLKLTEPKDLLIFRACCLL
NF-kB neuron act – NF-kB expression increase, human neuronal cells | NF-kB reporter expression; active compounds read high | fold change at 12.5 µM | 190,000 tested, 1.6% active | AID 1239; in the data active = fold change above about 3.3
FLuc inhib CS – inhibits firefly luciferase, flagging false hits in luciferase inhibition screens; P08659; ATPLite firefly luciferase biochemical luminescence, 10 min; inhibition, % at 10 µM; 200,000 tested, 1.5% active; AID 1006;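 active = inhibition above about 50% when tested at 10 µM, limit read from the data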
Target sequence (P08659 whole entry, looked up): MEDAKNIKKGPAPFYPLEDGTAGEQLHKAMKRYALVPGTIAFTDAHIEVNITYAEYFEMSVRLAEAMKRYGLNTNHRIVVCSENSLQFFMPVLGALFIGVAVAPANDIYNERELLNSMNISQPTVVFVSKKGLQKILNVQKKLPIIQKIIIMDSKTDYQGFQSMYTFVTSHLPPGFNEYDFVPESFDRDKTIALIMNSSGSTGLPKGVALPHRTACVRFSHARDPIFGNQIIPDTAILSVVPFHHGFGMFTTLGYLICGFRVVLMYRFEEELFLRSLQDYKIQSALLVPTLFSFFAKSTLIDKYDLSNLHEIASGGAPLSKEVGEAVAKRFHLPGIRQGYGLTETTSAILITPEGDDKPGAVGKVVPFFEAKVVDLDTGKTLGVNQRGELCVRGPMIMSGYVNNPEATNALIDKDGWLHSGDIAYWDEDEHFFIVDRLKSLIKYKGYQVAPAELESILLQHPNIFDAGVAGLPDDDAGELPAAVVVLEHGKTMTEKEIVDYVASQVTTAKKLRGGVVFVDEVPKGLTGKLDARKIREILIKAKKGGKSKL
PMI act hi M6P – increases human PMI activity with near-saturating mannose 6-phosphate | 190,000 tested, 0.34% active | AID 1216 | activation factor at 20 µM | coupled PMI enzyme assay, resazurin fluorescence, 20 min; active compounds read high; 1 = untreated enzyme, 0 = substrate-free blank | P34949;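 active = activation factor of 2 or more at 20 µM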
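Technique: Diaphorase-driven resazurin-to-resorufin fluorescence, excitation 544, emission 590 nm | Assay system: Human PMI in coupled enzyme assay | Times: Enzyme reaction with compound 20 min at room temperature | Medium: HEPES-buffered pH 7.4 with magnesium and detergent | Reagent: Mannose-6-phosphate 1.0 mM (near-saturating) plus 0.22 mM NADP+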
bIAP act – increases bovine intestinal alkaline phosphatase activity; purified bovine IAP, CDP-star luminescence, 30 min; active compounds read high; fold of DMSO-control signal, blank-subtracted; activation factor at 20 µM; 200,000 tested, 0.17% active; AID 1016;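 active = activation factor of 2 or more at 20 µM, a signal rise over negative controls twice the positive control's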
APP 5'UTR act – APP 5'UTR luciferase reporter activation; SH-SY5Y APP 5'UTR luciferase reporter, luminescence; zero percent = DMSO vehicle wells; activation, % at 2 µM; 190,000 tested, 1% active; AID 1276;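 active = activation above a set limit, based on mean plus 3 SD of controls, cut at about 140% in these data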; also: values of inactives mirror those of a sister screen read the other way
TNAP inh hi DEA – TNAP (human) inhibition, high acceptor; P05186; purified TNAP, CDP-star luminescence, 1 M DEA; inhibition, % at 20 µM; 200,000 tested, 0.03% active; AID 1135;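 active = over 50% inhibition of tissue-nonspecific alkaline phosphatase at 20 µM in the single-dose screen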;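 also: plate controls were DMSO wells for no effect and EDTA-quenched wells as full inhibition for full effect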
TNAP inh no acc – inhibitors of human TNAP without phosphate acceptor; purified TNAP, CDP-star luminescence, 30 min; AID 1012; inhibition, % at 20 µM; 200,000 tested, 0.26% active;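 active = tissue-nonspecific alkaline phosphatase inhibition above about 50% at 20 µM in the single-dose screen, limit read from the data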;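 also: 0% = DMSO negative control and 100% = EDTA positive control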
TNAP act hiacc – activators of human TNAP at high phosphate acceptor concentration. activation factor at 20 µM. purified TNAP, CDP-star luminescence, 1 M DEA, 30 min; active compounds read high; 0 = EDTA background, 1 = DMSO-only activity. 200,000 tested, under 10 active. AID 1136. P05186;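 active = activation factor at least 2 at 20 µM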
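system = human TNAP | amount = enzyme diluted 1/800 final | reagent = 100 µM CDP-star substrate | signal = luminescent substrate turnover signal | dosing = one dose, 20 µM | benchmarks = EDTA negative control, DMSO positive control | measure = activation factor | timing = 30 min reaction, room temperature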
FLuc stim CS – affects firefly luciferase, flagging false hits in luciferase stimulation screens; P08659; ATPlite luciferase biochemical, luminescence, 10 min; 0 = ATP-free wells, 1 = DMSO control; activation factor at 10 µM; 200,000 tested, under 10 active; AID 1027;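 active = luciferase activation factor, scaled between plate controls, of at least 2 with compound at 10 µM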
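Material: Luciferase/luciferin reagent mix; Doses: test compounds dosed from 2 mM stocks in 100% DMSO; Schedule: 10 min incubation after luciferase reagent addition, room temperature; Measured by: luminescence from luciferase reaction; Read-out: luminescence gain marking luciferase activators.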
The depositor's hits bear a star; nt = not tested or not shown.

PMI act	NF-kB neuron act	FLuc inhib CS	PMI act hi M6P	bIAP act	APP 5'UTR act	TNAP inh hi DEA	TNAP inh no acc	Molecule	TNAP act hiacc	FLuc stim CS
0.9	0.87	-2	1	1	3	-7	-12	O=C1N(Cc2cccc(Cl)c2)C[C@@H]2C[C@@H](c3ccco3)N3CCC[C@@]123	1.1	1
nt	1.7	-3	nt	1	-1	-7	-13	O=C(NC1CCCCC1)C(c1ccncc1)N(C(=O)Cc1cccs1)c1ccccc1 (stereo not drawn)	1.1	1
0.9	0.56	-7	0.9	1	2	-7	-10	COc1ccc(N2CCN(C(=O)c3cc4c(-c5ccc(Cl)cc5)nn(C)c4s3)CC2)cc1	1.1	1.1
1	1	-4	0.9	1.1	5	-2	-1	CN(C)CCNC(=O)Cc1ncc(C(F)(F)F)cc1Cl	1	1
1.1	1.2	-5	1	0.9	-19	-2	-8	CCOCCCNC(=O)C1CCN(S(=O)(=O)c2ccc(C)cc2)CC1	1	1.1
1	1.3	-7	0.9	0.9	10	-4	-19	N#CCCn1cc(C(=O)N2CCOCC2)c(-c2ccc3c(c2)OCCO3)n1	1	1.1
nt	1.1	-5	nt	1	-12	1	-4	O=C(NC(Cc1ccccc1)C(=O)O)c1ccco1 (stereo not drawn)	1	1
0.9	1	-2	0.8	0.9	2	-2	-4	COc1ccccc1NC(=O)CSc1nnc(Cn2cnc3ccccc32)n1C	1	1
0.9	1.2	-2	0.9	0.9	-4	-3	-9	O=C(CSc1nnc(-c2cccs2)o1)NCc1ccco1	1	1
1	1.1	-8	1	1	-3	-4	-12	CCc1ccccc1N1C[C@@]23C=C[C@@H](O2)C(C(=O)OCC(C)C)[C@H]3C1=O (stereo partly drawn)	1	1.1
1.1	0.73	-2	1	0.9	19	13	5	Cc1c(O)c2c3c(cccc3c1O)C(=O)N(c1ccccc1)C2=O	0.9	1
0.9	1	-2	1.1	1.1	1	-6	-14	O=C1CC(N2CCN(Cc3ccccc3)CC2)C(=O)N1c1ccc2c(c1)OCCO2 (stereo not drawn)	1.1	1
1.1	0.94	0	1.1	1	-8	-4	-12	O=C(NCc1nnc(SCC(=O)N2CCc3ccccc32)o1)c1cccs1	1	1
1.1	1.2	9	1.1	0.9	20	5	8	O=C(O)c1ccccc1C(=O)c1ccc(N2CCCC2)c([N+](=O)[O-])c1	1	0.9
0.9	1.2	-9	0.9	0.9	nt	-4	-7	O=C(CC(NCCc1ccccc1)C(=O)O)Nc1ccc(O)cc1 (stereo not drawn)	1	1.1
1	1.4	-1	1	0.9	-6	-12	-12	COCCNC(=O)CC(c1ccccc1)c1ccccc1	1.1	1
1	1.2	13	1	0.9	24	8	2	Cc1cnc(NC(=O)Cc2c[nH]c3ccccc23)s1	0.9	0.9
1	0.58	-8	0.9	1	4	-8	-8	COc1cc(NC(=O)c2cccc(Cl)c2)c(OC)cc1NC(=O)CN1CCOCC1	1.1	1.1
0.6	0.97	1	0.4	1	-55	17	12	CNC1=C(N(C(C)=O)c2ccc(Br)cc2)C(=O)c2ccccc2C1=O	0.8	1
0.9	1.1	-5	0.9	0.9	-3	-1	-3	Cn1c(SCc2ccccc2)nnc1C1CCCNC1 (stereo not drawn)	1	1.1
1	1	0	1	1	-1	-4	-9	O=C(Cn1cnc(Cl)c1Cl)c1ccc(F)cc1	1	1
1	1.5	15	1	0.8	39	-4	-12	CC(C)c1cc(C(F)(F)F)n2nc(C(=O)Nc3ccc4c(c3)OCO4)cc2n1	1	0.8
1	0.94	4	0.9	1.2	3	-3	-2	O=c1[nH]c(N2CCN(Cc3ccc4c(c3)OCO4)CC2)nc2c1CCCC2	1	1
0.9	1.1	-2	0.9	0.9	-2	-4	-10	COc1ccccc1NC(=S)N(Cc1ccccn1)Cc1ccccc1Cl	1	1
0.9	0.7	-2	0.9	0.9	7	-11	-12	CCOC(=O)C1(CCOc2ccccc2)CCN(Cc2cc(OC)c3c(c2)OCO3)CC1	1.1	1
1	0.67	-8	1	0.9	5	0	0	O=C(Nc1ccnc(-c2cccnc2)n1)c1cccc(Cl)c1Cl	1	1.1
1	1.2	-7	1	1	7	-6	-9	CCOc1ccc(CCNC(=O)COC(=O)/C=C/c2ccc(OCC#N)c(OC)c2)cc1OCC	1.1	1.1
1	1	-4	0.9	1.1	9	-4	-8	CCOc1ccccc1N(CC(=O)N/N=C(\C)c1cccc(Br)c1)S(C)(=O)=O	1	1
1	1.2	-4	0.9	1.1	6	0	-8	CCCCNC(=O)c1ccc2c(OCC)n(CCCC)nc2c1	1	1
1.1	1.1	-10	1	1	9	-2	2	CN(C)/C=N/c1c(C(=O)NCc2ccccc2)nnn1Cc1ccccc1	1	1.1

In the list so far, these have a thiophene ring, fused or not:
PMI act	NF-kB neuron act	FLuc inhib CS	PMI act hi M6P	bIAP act	APP 5'UTR act	TNAP inh hi DEA	TNAP inh no acc	Molecule	TNAP act hiacc	FLuc stim CS
nt	1.7	-3	nt	1	-1	-7	-13	O=C(NC1CCCCC1)C(c1ccncc1)N(C(=O)Cc1cccs1)c1ccccc1 (stereo not drawn)	1.1	1
0.9	0.56	-7	0.9	1	2	-7	-10	COc1ccc(N2CCN(C(=O)c3cc4c(-c5ccc(Cl)cc5)nn(C)c4s3)CC2)cc1	1.1	1.1
0.9	1.2	-2	0.9	0.9	-4	-3	-9	O=C(CSc1nnc(-c2cccs2)o1)NCc1ccco1	1	1
1.1	0.94	0	1.1	1	-8	-4	-12	O=C(NCc1nnc(SCC(=O)N2CCc3ccccc32)o1)c1cccs1	1	1

Remaining list, next part
PMI act	NF-kB neuron act	FLuc inhib CS	PMI act hi M6P	bIAP act	APP 5'UTR act	TNAP inh hi DEA	TNAP inh no acc	Molecule	TNAP act hiacc	FLuc stim CS
0.9	1.3	-8	0.9	0.9	-1	-2	-10	O=c1c2ccccc2ncn1Cc1nc2ccccc2s1	1	1.1
1.1	0.97	-3	1	0.3	-4	-3	-21	Cc1ccc2nsnc2c1NC(=O)CCc1ccccc1	1	1
0.9	0.96	-5	0.9	0.5	11	0	-19	CCOC(=O)c1c(-c2ccc(OC)cc2)csc1NC(=O)CSc1ccccc1	1	1
0.9	1.1	0	1	0.9	-8	0	-3	CCC(C)(C)n1c(=O)[nH]c2c(c1=O)CCC2	1	1
0.8	nt	-4	0.9	1	nt	-4	-8	COCCn1c(-c2cc(OC)c(OC)c(OC)c2)nc2nc3ccccc3nc21	1	1
0.9	1.5	-6	0.9	1	11	-7	-13	COc1ccc2c(c1)c(C(=O)CN1CCC(C(N)=O)CC1)c(C)n2C	1.1	1.1
0.9	0.92	-6	0.9	0.9	-1	-7	-8	CC1(C)C2CC=C(/C=N/n3cnnc3)C1C2 (stereo not drawn)	1.1	1.1
1	0.97	-7	1	1.1	19	-6	-7	Cn1nc(C(F)(F)F)c(C(=O)Nc2ccc(F)cc2)c1Cl	1.1	1.1
1.1	1.5	5	1.1	1	37	0	-4	CCn1ccc(C(=O)Nc2ccccc2SC)n1	1	0.9
0.9	1	0	0.9	1	-10	3	-4	O=C(ON=C1CCN(S(=O)(=O)c2ccccc2)CC1)c1ccccc1	1	1
1.1	0.72	0	1.1	1.1	20	-5	-3	c1ccc2c(c1)NCCS2	1	1
0.9	0.99	-5	0.9	1	-11	-1	-2	CS(=O)(=O)N1CCCC(C(=O)NCCc2ccc(Cl)cc2)C1 (stereo not drawn)	1	1.1
1.2	1.1	-4	1.4	1	8	-2	-8	COC(=O)C1=C(C)N(CCc2ccccc2)C(=O)C1	1	1
0.9	1.2	-4	0.9	1	4	1	-1	Cn1c(O)c(C=NCC2CCNCC2)c(=O)n(C)c1=O	1	1
0.9	0.94	-7	0.9	1	14	-1	-9	CC1=C(C(=O)OCC(C)C)C(c2cc3c(cc2Br)OCO3)NC(=O)N1C (stereo not drawn)	1	1.1
0.9	1	-6	1	0.9	-19	-5	-14	Cc1cccc(CSC2=NCCN2C(=O)C2CC2)c1	1	1.1
0.9	1	-4	1	0.9	23	-2	-6	CN(C)CCCNc1c2c(nc3cc(-c4cccc(F)c4)nn13)CCC2	1	1
1.1	0.88	-9	1.1	1	-10	-1	-2	O=C1c2cnc3ncnn3c2CC2c3ccccc3CCN12 (stereo not drawn)	1	1.1
0.9	1.9	1	1	0.9	46	0	2	Nc1nnc(SCc2coc(-c3ccc(Cl)cc3)n2)s1	1	1
1.3	1.1	-2	1	1.1	-1	3	-4	Cc1ccc2nc(C(Cl)(Cl)Cl)nc(N/N=C/c3ccncc3)c2c1	1	1
1	0.99	-5	1	1	-12	-1	-4	NS(=O)(=O)c1ccc(CCNC(=O)c2cccc(OC(F)F)c2)cc1	1	1
0.9	0.93	-2	0.9	0.9	8	-6	-9	O=C(NCc1cccnc1)c1cccc(-c2cc3ccccc3oc2=O)c1	1.1	1
1	1.1	-8	1	1	2	-2	-9	Cc1ccc(NC(=S)N2CCN(C(=O)C3CCCO3)CC2)c(C)c1 (stereo not drawn)	1	1.1
1	0.98	-5	1	1.1	-16	-7	-13	CC(=O)N1CCc2cc(S(=O)(=O)NCCN3CCC(C)CC3)ccc21	1.1	1.1
1.2	1.3	7	1	1	-21	5	3	COc1ccc(NC(=O)c2cccnc2)c([N+](=O)[O-])c1	1	0.9
1.1	1.1	-3	1.1	0.9	-4	-4	-7	O=C(c1ccco1)N1CCN(Cc2nc3cc(Cl)ccc3c(=O)[nH]2)CC1	1	1
1	1.1	-8	1	1.1	-8	-2	-10	CCOC(=O)CSc1nnc(CNC(=O)c2cccs2)n1-c1cc(C)ccc1C	1	1.1
1	1	1	0.9	1	-7	-1	-5	O=C(Cc1ccc(-n2c(=O)c3ccccc3n(Cc3cccc([N+](=O)[O-])c3)c2=O)cc1)NCC1CCCO1 (stereo not drawn)	1	1
0.9	1.1	-2	0.9	0.9	6	-2	-15	OCCOCCNc1ncnc2nc[nH]c12	1	1
1.1	1.1	-7	1	0.9	14	-3	-10	CCNc1cc(=O)n(C)c(=O)n1C	1	1.1
1	1.1	-4	0.9	0.9	-6	-4	-4	CCCCC(C(=O)O)C(C)CC(=O)Nc1cccc(C(=O)O)c1 (stereo not drawn)	1	1
0.5	7.3*	70*	0.5	1	158*	-6	-15	COc1ccc2c(=O)c(-c3ccccc3)coc2c1	1.1	0.3
1	1.7	-6	1	0.9	nt	5	-2	CNC(=S)N1N=C(c2ccc(Br)cc2)CC1c1ccc(Br)cc1 (stereo not drawn)	1	1.1
1	0.85	-8	1	1	nt	-2	-12	COc1cccc(-n2nc(C(=O)N3CC(C)CC(C)C3)c3ccccc3c2=O)c1 (stereo not drawn)	1	1.1
0.9	0.92	-1	0.9	1.1	-5	-2	-5	Cc1ccccc1-c1nc(CN(Cc2c(C)nn(C)c2C)C2CC2)c(C)o1	1	1
0.9	0.99	-7	0.9	1.1	-7	1	-6	O=C(CCC1CCCCC1)Nc1c2c(nn1-c1ccc(F)cc1)CS(=O)(=O)C2	1	1.1
1	0.81	2	1	1.1	6	-4	-10	O=C(N/N=C/c1ccc(OCC2COCCO2)cc1)c1ccc(Br)cc1 (stereo not drawn)	1	1
